CRFBP-R2 block = antagonists of CRF-BP/CRF-R2 complex, primary screen, cell-based, HEK293, calcium dye fluorescence, uHTS. CRF-induced calcium fluorescence. inhibition, % at 11.8 µM. 350,000 tested, 0.59% active;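 active = inhibition of the ligand-induced calcium signal above about 50% at the single tested concentration, limit read from the data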
TAAR1 ag = human TAAR1 agonists, primary screen, Fluo-8 calcium fluorescence, CHO RD-HGA16 cells. Trace amine-associated receptor 1 (Homo sapiens), Q96RJ0. 360,000 tested, 0.99% active. activation, % at 3 µM. AID 624467, 2012. vehicle wells 0%, saturating PEA agonist 100%;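 active = activation above the mean activation of all test compounds in the run plus 3 SD, cut at about 38% in these data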
Target sequence (Q96RJ0 whole entry, looked up): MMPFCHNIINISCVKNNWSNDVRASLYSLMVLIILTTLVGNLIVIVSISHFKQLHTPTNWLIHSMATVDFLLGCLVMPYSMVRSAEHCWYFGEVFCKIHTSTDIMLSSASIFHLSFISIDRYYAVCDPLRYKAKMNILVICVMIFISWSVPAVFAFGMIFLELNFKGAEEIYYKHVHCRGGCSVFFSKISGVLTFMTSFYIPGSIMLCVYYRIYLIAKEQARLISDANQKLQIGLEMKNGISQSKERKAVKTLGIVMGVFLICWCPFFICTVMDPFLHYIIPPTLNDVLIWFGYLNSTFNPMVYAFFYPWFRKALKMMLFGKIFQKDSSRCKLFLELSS
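Signal – calcium-sensitive Fluo-8 signal, excitation 470-495, emission 515-575 nm · System – RD-HGA16 (CHO) cells co-expressing Gα16 and hTAAR1 · Incubation – 17-24 h seeding, 75 min 37 °C dye, 30 min RT · Compound dosing – 3 µM single concentration · Repeats – no replicates (n 1)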
TAAR1 antag = human TAAR1 antagonists, primary screen, Fluo-8 calcium fluorescence, CHO RD-HGA16 cells | antagonist | inhibition, % at 3 µM | 360,000 tested, 1.5% active | AID 624466, 2012;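 active = inhibition above a per-plate cutoff, the mean inhibition of test compounds on that plate plus 3 SD, cut at about 49% in these data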;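 note: 0% = DMSO plus EC80 beta-PEA response and 100% = DMSO alone without agonist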
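Test system: hTAAR1-expressing CHO RD-HGA16 cells, Gα16-coupled; Probe or stimulus: EC80 β-phenethylamine stimulus; Compound dosing: single nominal final test compound concentration of 3 µM; Timing: 140 s kinetic read after compound, 140 s after agonist; Signal: Fluo-8 calcium-sensitive fluorescence; Measure: % inhibition of agonist calcium response; Controls: DMSO and EC80 PEA controls.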
CRFR2-BP ag = agonists of CRF-BP/CRF-R2 complex, primary screen, cell-based, HEK293, calcium dye fluorescence, uHTS | 350,000 tested, 0.46% active | CRF-binding protein / CRF receptor 2 complex (human) | activation, % at 13.2 µM | calcium dye fluorescence (FLIPR); percent of saturating CRF peptide response;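 active = activation of at least 50%, plus an integration ratio under a set limit after plate pattern correction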;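 note: plate controls were neutral control wells without compound for no effect and CRF at EC100 for full effect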
CHO-K1 Ca PAM = nonselective calcium activators in parental CHO-K1 cells, primary screen, counter-screen for M1 PAM project, cell-based, Fluo-8 calcium fluorescence, full deck, 1536-well | ATP EC20; 0% at ATP EC20, 100% at ATP max | activation, % at 3 µM | 360,000 tested, 0.02% active | AID 602247, 2012;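 active = activation above the run cutoff, the mean activation of all test compounds plus 3 SD, cut at about 40% in these data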;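 note: peak over basal fluorescence ratio in a 140 s read after ATP addition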
M5 ag = human M5 muscarinic receptor agonists, primary screen, CHO-K1 cells, Fluo-8 calcium fluorescence; CHO-K1 hM5 cells; 0% DMSO wells, 100% maximal acetylcholine response; AID 624037, 2012; activation, % at 3 µM; Muscarinic acetylcholine receptor M5 (Homo sapiens), P08912; 360,000 tested, 0.19% active;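 active = activation above the run's mean over test compounds plus 3 SD, cut at about 23% in these data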;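 note: signal is peak over basal fluorescence ratio across the kinetic read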
CHRM5 antagonist = human M5 muscarinic receptor antagonists, primary screen, CHO cells, Fluo-8 calcium fluorescence. Muscarinic acetylcholine receptor M5 (Homo sapiens), P08912. 360,000 tested, 0.59% active. CHO-hM5 cells, ACh EC80. inhibition, % at 3 µM;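 active = inhibition above a per-plate cutoff, the mean of that plate's test compounds plus 3 SD, cut at about 27% in these data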;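 note: 0% = acetylcholine EC80 with DMSO and 100% = DMSO without agonist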
M5 PAM = human M5 muscarinic receptor positive allosteric modulators, primary screen, CHO-K1 cells, Fluo-8 calcium fluorescence; Muscarinic acetylcholine receptor M5 (Homo sapiens), P08912; CHO-K1 hM5, ACh EC20 PAM; 0% = ACh EC20, 100% = ACh EC100; activation, % at 3 µM; 360,000 tested, 0.3% active;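 active = activation above the run cutoff, the mean activation of all test compounds plus 3 SD, cut at about 18% in these data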
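Assay system: CHO-K1 hM5 cells / Incubation: Fluo-8 loading 80 min at 37 °C plus 30 min room temperature / Technique: Fluo-8 calcium dye fluorescence, kinetic read / Repeats: single replicate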
M4 PAM = human M4 muscarinic receptor positive allosteric modulators, primary screen, CHO-K1 cells, Fluo-8 calcium fluorescence | activation, % at 3 µM | 360,000 tested, 0.4% active | Muscarinic acetylcholine receptor M4 (Homo sapiens), P08173 | CHO-K1 hM4/Gqi5, ACh EC20; 0% = ACh EC20, 100% = maximal ACh;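 active = activation above its plate's cutoff, the mean activation of sample wells plus 3 SD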; note: some results filed as inactive read as strong as hits
Target sequence (P08173 whole entry, looked up): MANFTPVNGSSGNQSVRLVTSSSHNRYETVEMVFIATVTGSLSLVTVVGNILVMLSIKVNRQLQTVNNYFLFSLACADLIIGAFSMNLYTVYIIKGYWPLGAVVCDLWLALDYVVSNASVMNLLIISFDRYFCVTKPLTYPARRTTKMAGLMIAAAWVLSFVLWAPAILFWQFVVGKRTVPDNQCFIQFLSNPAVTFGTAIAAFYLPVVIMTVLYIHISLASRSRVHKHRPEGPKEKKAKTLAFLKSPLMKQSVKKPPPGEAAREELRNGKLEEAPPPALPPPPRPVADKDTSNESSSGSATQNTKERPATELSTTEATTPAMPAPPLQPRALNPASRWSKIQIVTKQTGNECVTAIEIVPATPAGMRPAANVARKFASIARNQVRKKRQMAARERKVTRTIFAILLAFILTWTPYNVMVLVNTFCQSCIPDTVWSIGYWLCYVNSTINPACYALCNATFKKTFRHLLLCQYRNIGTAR
* marks the source's active call; other numbers are inactive results; / = no result given. Compounds as they come; 4.2% or so of the library scored in one or more.

Below each compound – CRFBP-R2 block	TAAR1 ag	TAAR1 antag	CRFR2-BP ag	CHO-K1 Ca PAM	M5 ag	CHRM5 antagonist	M5 PAM	M4 PAM
1: O=C(COC(=O)C1CC(O)CN1S(=O)(=O)c1ccc(Cl)cc1)c1cccc(Cl)c1 (stereo not given)
  1	6	-11	-0.3	2	0	1	-1	-8
2: CCOc1ccc(C)cc1S(=O)(=O)n1nc(C)cc1C
  5	-1	-5	-9.1	19	-2	-1	13	1
3: COC(=O)C(Cc1ccccc1)NC(=O)CC(C)CC(=O)Nc1ccc(OC)cc1OC (stereo not given)
  -6	1	-15	1.1	3	-6	-1	-4	5
4: COc1ccc(-n2c(Cn3nc(C(F)(F)F)cc3C)n[nH]c2=S)cc1
  16	0	-3	-2.5	-13	-2	13	-10	5
5: c1ccc(CSc2nnc(-c3c[nH]c4ccccc34)o2)cc1
  11	6	26	-1.4	14	-4	3	-6	-2
6: COc1ccc(N2CC(C(=O)Nc3ccc(N4CCOCC4)cc3)CC2=O)cc1 (stereo not given)
  -3	1	-6	2.2	5	-1	-1	0	-4
7: CCCn1c(=O)c(C(=O)NNS(=O)(=O)c2ccc(NC(=O)OC)cc2)c(O)c2ccccc21
  17	-3	2	-0.8	1	1	6	3	-3
8: COc1ccc(S(=O)(=O)Nc2ccncc2)c(C)c1C
  3	3	-3	1.0	-1	1	8	-1	3
9: CC12CN3CC(C)(CN(C1)C3c1ccc(Cl)cc1)C2 (stereo not given)
  -3	0	-16	0.1	9	-5	4	-8	-3
10: O=C(COC(=O)/C=C/c1ccccc1Cl)NC1CC1
  -4	6	1	-0.9	11	1	1	1	1
11: COC(=O)CCCC1=CC2=CC(=O)C(C)(OC(=O)c3cccs3)C(=O)C2=CN1CC1CC1 (stereo not given)
  -5	4	-3	-0.3	-7	4	3	3	6
12: Cc1cc(C)n(C(=O)c2cccc(S(=O)(=O)N3CCCC3)c2)n1
  28	1	26	-7.2	5	-1	-2	-6	13
13: CCc1ccc(NC(=O)C(C)Sc2nnc(CN3CCCC3)o2)cc1 (stereo not given)
  -2	0	16	1.1	-12	0	2	2	4
14: CCOc1ccc(Br)cc1S(=O)(=O)Nc1ccc(C(=O)OCC(=O)Nc2ccc(C#N)cc2)cc1
  -8	9	-1	6.8	22	3	0	-4	-7
15: O=S(=O)(c1ccc(Br)cc1)N1CCN=C1SCc1cccc(F)c1
  -11	-1	-9	2.9	-18	-4	-8	1	2
16: O=C(O)Cn1nnnc1-c1ccc(F)cc1
  15	/	/	-0.1	10	2	-3	3	-2
17: CCc1c(C)nc(SCC(=O)NNC(=O)Cc2ccc(OC)cc2)[nH]c1=O
  10	1	-16	3.8	-1	3	8	1	-1
18: Cc1cc2nc(-c3cccc(Cl)c3)c(Cc3ccsc3)n2c(C)c1Br
  /	-2	-5	/	-7	7	-4	3	4
19: CC1CN(c2oc(-c3ccco3)nc2C#N)CC(C)O1 (stereo not given)
  8	3	7	-0.9	21	-2	-6	3	4
20: CCOCCCNC(=O)C(Cc1ccccc1)NC(=O)c1ccco1 (stereo not given)
  -24	4	0	-1.2	8	0	-3	0	0
21: Cc1nn(-c2ccccc2)c(C)c1NC(=O)COC(=O)Cc1cccc(C(F)(F)F)c1
  2	10	19	0.3	-5	2	8	-12	-7
22: Cc1cccc2nc(-c3cccc(NC(=O)c4ccc(Cl)cc4)c3)cn12
  -13	-1	-6	-1.1	-13	-2	13	-18	-2
23: COC(=O)COc1c(Cl)cc(Cl)c2ccc(C)nc12
  21	5	-15	-1.3	22	-3	10	8	5
24: O=c1[nH]c(=O)n(C2OC(CO)C(O)C2O)c2c1CCCC2 (stereo not given)
  /	-1	6	/	7	0	3	-1	-5
25: Cc1c(NC2=C(Cl)C(=O)N(c3ccccc3)C2=O)c(=O)n(-c2ccccc2)n1C
  19	5	-9	-1.3	14	-2	1	0	7
26: Cc1ccc(NS(=O)(=O)c2ccc(NC(=O)c3ccccc3C(=O)O)cc2)c(C)c1
  -2	3	-24	-0.6	-8	-2	8	2	-7
27: O=C(CN1CCOCCOCCOCC1)Nc1ccccc1
  -5	12	-27	-0.5	12	2	11	-5	5
28: O=[N+]([O-])c1cccc(S(=O)(=O)[N-]c2nc3ccccc3nc2-n2cc[n+](Cc3ccccc3)c2)c1
  4	4	-20	1.0	13	-1	6	1	1
29: CCc1cc(C(=O)OC)c(NC(=O)CN2CCN(C(=O)C3CCCO3)CC2)s1 (stereo not given)
  23	1	-23	-2.8	-16	-4	5	6	4
30: O=C(CSc1nnc(-c2ccncc2)n1-c1ccccc1)NC1CC1
  1	-1	-11	-1.1	1	-1	12	-4	-2

Compounds shown so far that have a cyano group, in the order listed:
Below each compound – CRFBP-R2 block	TAAR1 ag	TAAR1 antag	CRFR2-BP ag	CHO-K1 Ca PAM	M5 ag	CHRM5 antagonist	M5 PAM	M4 PAM
14: CCOc1ccc(Br)cc1S(=O)(=O)Nc1ccc(C(=O)OCC(=O)Nc2ccc(C#N)cc2)cc1
  -8	9	-1	6.8	22	3	0	-4	-7
19: CC1CN(c2oc(-c3ccco3)nc2C#N)CC(C)O1 (stereo not given)
  8	3	7	-0.9	21	-2	-6	3	4

Additional structures
Below each compound – CRFBP-R2 block	TAAR1 ag	TAAR1 antag	CRFR2-BP ag	CHO-K1 Ca PAM	M5 ag	CHRM5 antagonist	M5 PAM	M4 PAM
31: COc1ccc(CNC(=O)c2cc3c(=O)n4ccccc4nc3n(Cc3cccnc3)c2=N)cc1
  -4	0	1	1.4	21	-2	-12	4	1
32: O=c1[nH]n(-c2ncnc3c2cnn3-c2ccccc2)c(=O)c2ccccc12
  -5	10	3	-1.2	-3	1	5	-4	2
33: O=C(CCc1ccccc1F)N1CCN(c2ccc(C(F)(F)F)cn2)CC1
  8	3	-3	0.0	16	-2	0	-4	2
34: CC(C)[C@H](Nc1nc(-c2ccccc2)nc2c1oc1ccccc12)C(=O)O
  22	2	7	-1.4	5	-1	-3	5	4
35: COc1ccc(Cl)cc1S(=O)(=O)NC(C)C(=O)NCc1ccncc1 (stereo not given)
  -43	6	-13	3.9	-2	-6	14	-4	-10
36: CCc1cc(C(=O)N(Cc2ccccc2)c2c(N)n(CCOC)c(=O)[nH]c2=O)sc1C
  0	2	-12	1.3	4	-2	-10	5	-1
37: CCC(=NC1CC(C)(C)NC(C)(C)C1)C1=C(O)CC(C)(C)CC1=O
  -6	1	-4	-0.1	1	-5	5	3	10
38: CC1CCc2sc(C(=O)NNC(=S)NC3CC3)cc2C1 (stereo not given)
  12	-1	-5	-0.8	-14	-2	4	-13	-1
39: Cc1c(C(=O)N2CCCCC2)c(S(=O)(=O)N(C)Cc2ccco2)c(C)n1C
  -3	0	3	-0.5	24	-2	-1	3	1
40: COC(C)(C)[C@]12CC(O)(C(C)C)ON1[C@H]1CCCCC1N2O (stereo not given in full)
  0	6	3	1.8	9	0	6	-3	-2
41: Cc1ccccc1S(=O)(=O)Cc1ccc(C(=O)N2CC(C)CC(C)C2)o1 (stereo not given)
  4	42*	-15	-0.2	17	2	1	-1	-2
42: CN(C)S(=O)(=O)c1ccc2oc(SCC(=O)Nc3ccccc3F)nc2c1
  2	0	7	2.4	14	5	-2	-2	10
43: CC(C(=O)NCC1CCCCC1)N1CCN(S(=O)(=O)c2cccs2)CC1 (stereo not given)
  4	0	-10	-2.4	-5	-1	1	1	-2
44: Cc1cccc(OCC(=O)O/N=C(\N)c2ccncc2)c1
  -20	3	-3	0.9	20	0	-1	0	7
45: N#Cc1c(N2CCN(c3ccc([N+](=O)[O-])cc3)CC2)[n+](=O)c2ccc(Cl)cc2n1[O-]
  -14	4	-3	14	11	0	11	0	4
46: COc1ccc(/C=C(/NC(=O)c2ccco2)C(=O)N2CCCCCC2)cc1OC
  -5	3	-16	-1.1	-21	3	8	-4	4
47: CC(C)(CC(=O)O)CC(=O)N1CCN(c2cc(C(F)(F)F)nc3ccccc23)CC1
  1	/	/	-1.6	-6	1	8	-4	-9
48: O=C(OCc1nnc(-c2ccc(Cl)cc2)o1)c1ccc(=O)n(Cc2ccccc2)n1
  6	0	-6	-0.6	22	-2	1	-3	-1
49: Cc1cnc(NS(=O)(=O)c2ccc(Cl)cc2)c(Br)c1
  15	1	-7	-4.1	19	2	13	-15	-14
50: NC(=O)C1CCN(C(=O)c2cc(-c3ccc(Cl)s3)nc3ccccc23)CC1
  1	12	60*	3.6	-15	5	10	-15	-4
51: CCN(CC)C(=O)C(=O)c1cccn1-c1c(Cl)cccc1C#N
  11	13	2	-1.2	29	-4	4	7	13
52: Cc1ccc(N2C(=O)c3ccccc3C2Nc2ccc(S(=O)(=O)N3CCOCC3)cc2)nc1 (stereo not given)
  -25	3	1	1.3	-1	2	2	0	15
53: COc1ccc(S(=O)(=O)N2CCCC(c3cc(C(=O)NCc4cccnc4)no3)C2)cc1 (stereo not given)
  /	1	-1	/	6	0	3	3	2
54: O=C(CCN1C(=O)C2C3CCC(C3)C2C1=O)OCC(=O)c1ccccc1 (stereo not given)
  7	0	-8	-2.5	-7	4	7	0	4

Screening results as filed in PubChem.
